Screening data: PubChem BioAssay, Sanford-Burnham Center for Chemical Genomics
mIAP act = activators of mouse IAP, primary screen, biochemical, luminescence, uHTS; intestinal alkaline phosphatase [Mus musculus]; muIAP, CDP-Star luminescence, 30 min; hits give high values; 1 = vehicle-only enzyme signal, 0 = enzyme-free wells; activation factor at 10 µM; 330,000 compounds, 0.24% hits; AID 2805, 2010;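 active = activation factor of at least 2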; note: the source names both 10 and 20 µM as test concentration; values of inactives mirror those of a sister screen read the other way
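System: mouse IAP enzyme. Reagent: CDP-Star chemiluminescent phosphatase substrate. Benchmarks: DMSO wells, no-enzyme wells. Times: 30 min enzyme-substrate-compound incubation at room temperature. Detection: luminescence from enzymatic CDP-Star hydrolysis. Doses: test compounds delivered from DMSO solution.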
MPTP block = mitochondrial permeability transition pore inhibitors, primary screen, biochemical, isolated mouse mitochondria, absorbance. Ca2+ swelling absorbance, 30 min. inhibition, % at 10 µM. 360,000 compounds, 1.4% hits;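 active = inhibition of 50% or more, scaled per plate between neutral and stimulator controls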;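 note: 0% = DMSO wells given calcium and 100% = 1 mM EGTA wells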
hIAP block = human IAP inhibitors, primary screen, biochemical, luminescence, uHTS; inhibition, % at 10 µM; purified IAP, CDP-Star luminescence, 30 min; 330,000 compounds, 0.12% hits; Intestinal-type alkaline phosphatase (Homo sapiens), P09923;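 active = inhibition reaching a set limit with compound at 10 µM in the primary screen, cut at about 35% in these data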;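 note: plate controls were DMSO wells with enzyme for no effect and no-enzyme buffer wells for full effect; values of inactives mirror those of a sister screen read the other way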
Target sequence (P09923 whole entry, looked up): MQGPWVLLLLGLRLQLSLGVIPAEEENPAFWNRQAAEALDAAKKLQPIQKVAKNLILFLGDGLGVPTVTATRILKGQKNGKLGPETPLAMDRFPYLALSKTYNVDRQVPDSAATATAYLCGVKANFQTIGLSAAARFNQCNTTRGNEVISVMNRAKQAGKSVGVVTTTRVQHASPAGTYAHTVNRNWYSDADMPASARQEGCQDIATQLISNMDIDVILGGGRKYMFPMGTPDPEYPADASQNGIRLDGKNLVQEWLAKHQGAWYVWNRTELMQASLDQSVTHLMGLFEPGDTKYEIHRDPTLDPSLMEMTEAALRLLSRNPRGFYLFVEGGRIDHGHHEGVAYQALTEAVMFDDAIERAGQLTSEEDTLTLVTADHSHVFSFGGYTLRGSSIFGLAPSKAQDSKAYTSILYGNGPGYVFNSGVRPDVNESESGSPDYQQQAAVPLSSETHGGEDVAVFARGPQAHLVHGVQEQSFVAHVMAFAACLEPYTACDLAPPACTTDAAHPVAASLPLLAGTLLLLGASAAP
hIAP activ = human IAP activators, primary screen, biochemical, luminescence, uHTS; purified human IAP, CDP-Star luminescence, 30 min; hits give high values; 1 = vehicle-only enzyme, 0 = enzyme-free background; 330,000 compounds, 0.16% hits; Intestinal-type alkaline phosphatase (Homo sapiens), P09923; activation factor at 10 µM;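 active = activation factor of the enzyme at least 2-fold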; note: the source names both 10 and 20 µM as test concentration; values of inactives mirror those of a sister screen read the other way
APOBEC3G inh = APOBEC3G DNA deaminase inhibitors, primary screen, biochemical, fluorescence, single-stranded DNA substrate, uHTS; DNA dC->dU-editing enzyme APOBEC-3G (Homo sapiens), Q9HC16; recombinant A3G, ssDNA deamination FAM/TAMRA fluorescence; inhibition, % at 20 µM; 330,000 compounds, 0.28% hits;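 active = inhibition of at least 40% at 20 µM, with no more than 30% in the related APOBEC3A deaminase screen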;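 note: plate controls were DMSO wells with A3G for no effect and wells lacking A3G enzyme for full effect; some compounds called inactive have numbers as strong as hits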
Target sequence (Q9HC16 whole entry, looked up): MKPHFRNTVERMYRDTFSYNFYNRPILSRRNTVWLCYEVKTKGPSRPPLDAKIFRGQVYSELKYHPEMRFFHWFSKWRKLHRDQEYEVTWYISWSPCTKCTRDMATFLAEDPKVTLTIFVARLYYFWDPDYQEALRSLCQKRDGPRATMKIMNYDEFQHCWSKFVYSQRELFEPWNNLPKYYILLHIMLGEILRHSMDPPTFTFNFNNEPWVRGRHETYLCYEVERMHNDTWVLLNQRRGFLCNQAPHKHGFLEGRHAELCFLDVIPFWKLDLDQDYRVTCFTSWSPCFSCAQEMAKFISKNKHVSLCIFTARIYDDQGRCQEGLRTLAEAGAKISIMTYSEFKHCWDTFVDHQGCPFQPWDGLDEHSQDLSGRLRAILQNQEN
MIN6 prolif = inducers of MIN6 beta-cell proliferation, primary screen, ATP luminescence, uHTS; AID 2380, 2010; proliferation, % at 10 µM; MIN6 cells proliferation, ATPlite luminescence, 48 h; cells starved in 0.2% serum; 100% = growth in 10% serum; 330,000 compounds, 0.29% hits;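 active = compounds whose signal lies at least 3.5 SD above the mean of all wells on their plate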;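 note: 0% = DMSO-treated cells in low-serum medium and 100% = 10% serum control; some compounds called inactive have numbers as strong as hits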
APOBEC3A inh = APOBEC3A ssDNA deaminase inhibitors, primary screen, selectivity assay for APOBEC3G inhibitor project, biochemical, FAM/TAMRA oligo cleavage fluorescence; inhibition, % at 20 µM; AID 493011, 2011; DNA dC->dU-editing enzyme APOBEC-3A (Homo sapiens), P31941; recombinant A3A, FAM/TAMRA ssDNA deamination fluorescence; 330,000 compounds, 0.41% hits;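 active = at least 40% inhibition at 20 µM here, with at most 30% in a related deaminase screen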;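 note: plate controls were A3A with DMSO for no effect and wells lacking A3A enzyme for full effect; some results filed as inactive read as strong as hits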
mIAP inh = inhibitors of mouse IAP, primary screen, biochemical, luminescence, uHTS; purified mouse IAP, CDP-Star luminescence, 30 min; AID 2806, 2010; intestinal alkaline phosphatase [Mus musculus]; 330,000 compounds, 0.2% hits; inhibition, % at 10 µM;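 active = inhibition of at least 40% at 10 µM in the primary screen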;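 note: plate controls were DMSO with enzyme for no effect and no enzyme wells for full effect; values of inactives mirror those of a sister screen read the other way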
GRIN3A LBD mod = binders of NR3A ligand-binding domain, primary screen, biophysical, differential scanning fluorimetry, uHTS. Glutamate receptor ionotropic, NMDA 3A (GRIN3A) ligand-binding domain. Tm shift relative to glycine control, % at 25 µM. AID 1259313, 2017. 340,000 compounds, 2.5% hits. NR3A LBD differential scanning fluorimetry, Tm shift; 0% = protein alone, 100% = glycine-bound protein;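 active = melting temperature shift of at least 10% of the positive control shift, at one fixed dose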
* = called active by the depositor; x = no result given.

[1] CC(C)CN1CCN(Cc2cnc(-c3ccc(Cl)cc3)nc2)CC1CCO (stereo unspecified)
[2] CC(NC(=O)c1cc2cc([N+](=O)[O-])ccc2oc1=O)C1CCCO1 (stereo unspecified)
[3] Cc1nc2ccccc2n1CC(=O)c1ccccc1
[4] CCN(CC1CCCN(CCc2cccc(F)c2)C1)C(=O)c1cc2ccccc2o1 (stereo unspecified)
[5] CN(C[C@H](Cc1ccccc1)N(C[C@H](Cc1ccccc1)N(CC1(c2ccccc2)CC1)N=O)N=O)N=O
[6] Cc1c(NC(=S)NC(C)(C)C)c(=O)n(-c2ccccc2)n1C

Screen / compound no.,1,2,3,4,5,6
hIAP block,-4,11,-13,-20,8,-15
mIAP inh,1,0,-5,1,11,-9
MIN6 prolif,-4,1,-2,-6,-8,-2
MPTP block,0.4,-1.4,-0.4,0.3,0.5,7.5
APOBEC3G inh,-4,-4,1,-3,-4,-4
hIAP activ,1,0.89,1.1,1.2,0.92,1.2
GRIN3A LBD mod,-2,-1,0,-1,-3,0
mIAP act,0.99,1,1.1,0.99,0.89,1.1
APOBEC3A inh,2,-1,2,-4,-4,-9

[7] COc1cc(OC)c2c(-c3cccc(-c4ccc(C#N)cc4)c3)cc(=O)oc2c1
[8] C/C(=N\NC(=O)c1cccc(N/N=C(\C)c2ccncc2)c1)c1ccncc1
[9] COc1ccc(Br)cc1CNC(=O)Cc1c(C(=O)O)[nH]c2ccc(Cl)cc12
[10] CCNCc1nc2cc(OC)c(OC)cc2c(=O)[nH]1
[11] Oc1cc2ccccc2nc1-c1ccccc1Cl
[12] Cc1ccnc(NC(=O)c2cccc(NC(=O)Cc3ccccc3)c2)c1

Screen / compound no.,7,8,9,10,11,12
hIAP block,x,2,-4,-2,-6,-6
mIAP inh,0,7,8,4,6,-1
MIN6 prolif,x,3,-3,-2,2,-4
MPTP block,0.3,14,-0.5,-0.5,-1.0,-1.2
APOBEC3G inh,1,-2,-3,-6,-8,3
hIAP activ,x,0.98,1,1,1.1,1.1
GRIN3A LBD mod,-2,-15,0,3,-2,0
mIAP act,0.99,0.93,0.92,0.96,0.94,1
APOBEC3A inh,4,0,-1,-6,-5,2

Some entries already given, showing only hIAP activ and mIAP act.
entry	compound	hIAP activ	mIAP act
3	Cc1nc2ccccc2n1CC(=O)c1ccccc1	1.1	1.1
5	CN(C[C@H](Cc1ccccc1)N(C[C@H](Cc1ccccc1)N(CC1(c2ccccc2)CC1)N=O)N=O)N=O	0.92	0.89

(list continues)
[13] Cc1ccc2[nH]c(C(=O)O)c(-c3ccccc3)c2c1
[14] Cc1cc(NC(=O)CCC(=O)N(CC(=O)NC2CCCC2)c2ccc(C(C)C)cc2)no1
[15] CCN1C(=O)c2cccc3c(S(=O)(=O)Nc4nc(C)cs4)ccc1c23
[16] COc1cccc(CNC(=O)CCS(=O)(=O)c2ccc3c(c2)NC(=O)CO3)c1
[17] CCC1Sc2ccc(S(=O)(=O)CCC(=O)NCc3cccs3)cc2NC1=O (stereo unspecified)
[18] CCc1ccc(C(=O)c2cnc3ccc(OC)cc3c2N2CCN(CC)CC2)cc1

Screen / compound no.,13,14,15,16,17,18
hIAP block,17,6,-3,-21,-11,0
mIAP inh,5,0,6,-3,1,16
MIN6 prolif,-2,1,-2,-1,2,-2
MPTP block,-0.9,1.6,0.9,1.5,-0.3,0.5
APOBEC3G inh,-2,-10,-2,-9,-3,1
hIAP activ,0.83,0.94,1,1.2,1.1,1
GRIN3A LBD mod,5,1,-26,0,-2,0
mIAP act,0.95,1,0.94,1,0.99,0.84
APOBEC3A inh,0,-6,2,-6,0,0

[19] CN(C)S(=O)(=O)c1cccc(NC(=O)c2c[nH]c3ccccc23)c1
[20] CSc1cccc(CN2CCN(Cc3ccccc3)C(CCO)C2)c1 (stereo unspecified)
[21] COc1ccc(-c2nc(N=Nc3ccc(O)cc3)n[nH]2)cc1
[22] CC(C)(C)OC(=O)CN1C(=O)C(Sc2n[nH]c(-c3ccccc3)n2)CCc2ccccc21 (stereo unspecified)
[23] COc1ccccc1NC(=O)c1ccc(NC(=O)C2CC2C)cc1 (stereo unspecified)
[24] CCN(CC)S(=O)(=O)c1ccc(N/N=C(\C)c2ccc(OC)cc2O)nc1

Screen / compound no.,19,20,21,22,23,24
hIAP block,3,-13,-1,-29,-14,-29
mIAP inh,5,6,24,12,-15,6
MIN6 prolif,2,-1,0,-2,-2,-6
MPTP block,1.9,2.1,-1.6,3.3,-3.2,3.5
APOBEC3G inh,-7,-1,-9,-5,-6,-2
hIAP activ,0.97,1.1,1,1.3,1.1,1.3
GRIN3A LBD mod,10,0,13*,-34,-17,7
mIAP act,0.95,0.94,0.76,0.88,1.2,0.94
APOBEC3A inh,2,-1,-1,-4,-3,2

Compound profiles, as listed above:
`CC(C)(C)OC(=O)CN1C(=O)C(Sc2n[nH]c(-c3ccccc3)n2)CCc2ccccc21` (stereo unspecified) in the list: hIAP block: -29; mIAP inh: 12; MIN6 prolif: -2; MPTP block: 3.3; APOBEC3G inh: -5; hIAP activ: 1.3; GRIN3A LBD mod: -34; mIAP act: 0.88; APOBEC3A inh: -4
`CSc1cccc(CN2CCN(Cc3ccccc3)C(CCO)C2)c1` (stereo unspecified) in the list: hIAP block: -13; mIAP inh: 6; MIN6 prolif: -1; MPTP block: 2.1; APOBEC3G inh: -1; hIAP activ: 1.1; GRIN3A LBD mod: 0; mIAP act: 0.94; APOBEC3A inh: -1

Remaining list, next part.
[25] O=C1c2cc(Cl)ccc2OC2(CCNCC2)C12CC(c1ccc(Cl)cc1)=NO2 (stereo unspecified)
[26] CC(C)Nc1nnc(SC(C)C(=O)NCc2ccc3c(c2)OCO3)s1 (stereo unspecified)
[27] NC(=O)C1CN(C(=O)c2nn(Cc3ccccc3)c(=O)c3ccccc23)c2ccccc2O1 (stereo unspecified)
[28] O=C(Nc1cccnc1)c1cc(-c2ccc3c(c2)OCO3)on1
[29] CSc1nc2ccccc2nc1N(C)S(=O)(=O)c1ccc(C)cc1
[30] CC(C)OC(=O)c1cccc(C(=O)Nc2cccc(NC(=O)c3cccc(C(=O)OC(C)C)n3)n2)n1

Screen / compound no.,25,26,27,28,29,30
hIAP block,12,-1,8,6,9,-70
mIAP inh,6,2,10,2,7,5
MIN6 prolif,-8,4,-4,-4,-3,1
MPTP block,5.9,2.1,-0.9,-3.1,1.2,3.4
APOBEC3G inh,-3,0,1,5,-4,-7
hIAP activ,0.88,1,0.92,0.94,0.91,1.7
GRIN3A LBD mod,1,2,-2,0,-4,-4
mIAP act,0.94,0.98,0.9,0.98,0.93,0.95
APOBEC3A inh,2,-1,-5,10,1,-2

[31] Cn1cccc1C(=O)OCC(=O)NNC(=O)c1ccc([N+](=O)[O-])cc1
[32] O=C(O)C1C2CCC(C2)C1C(=O)NCCCn1ccnc1 (stereo unspecified)
[33] CNC(=O)CSc1nnc(-c2ccc(S(=O)(=O)N3CCCC3)cc2)n1-c1cccc(C)c1C
[34] Cn1c(=O)n(C)c2cc([N+](=O)[O-])c(N3CCN(C(=O)c4ccccc4Br)CC3)cc21
[35] CCc1cccc(NC(=O)CS(=O)Cc2nc(-c3ccc(C)cc3)oc2C)c1 (stereo unspecified)
[36] COC(C(=O)Nc1ccc(S(=O)(=O)N2CCCCC2)cc1)c1ccccc1 (stereo unspecified)

Screen / compound no.,31,32,33,34,35,36
hIAP block,-3,-4,-3,10,7,0
mIAP inh,11,-8,8,-3,-13,-4
MIN6 prolif,3,-5,-4,-3,-3,1
MPTP block,0.5,-3.2,0.2,15,0.5,-0.1
APOBEC3G inh,-6,-1,-6,-1,2,-4
hIAP activ,1,1,1,0.9,0.93,1
GRIN3A LBD mod,1,1,-1,4,-11,1
mIAP act,0.89,1.1,0.92,1,1.1,1
APOBEC3A inh,-2,1,0,3,1,-3

[37] COCCCNC(=O)C1=CCN(S(=O)(=O)c2ccc(C)cc2)CC1
[38] CN(CC(=O)Nc1ccc(Cl)c(Cl)c1)C(=O)C12CC3CC(CC(C3)C1)C2
[39] CC1(C)C(C(=O)OCC(Cl)(Cl)Cl)N2C(=O)C(NC(=O)Cc3ccccc3)C2S1=O (stereo unspecified)
[40] O=C(CSc1nnc(-c2ccccn2)n1Cc1ccccc1)N1CCCC1
[41] NC(=O)c1nsc(C(=O)N(Cc2ccco2)C(C(=O)NCc2ccc(F)cc2)c2ccc(O)cc2)c1N (stereo unspecified)
[42] CC1=C(C(=O)Nc2ccccn2)C(c2ccc(F)cc2)n2ncnc2N1 (stereo unspecified)

Screen / compound no.,37,38,39,40,41,42
hIAP block,17,20,-5,4,18,-22
mIAP inh,-2,-25,4,-1,-4,-4
MIN6 prolif,-3,-5,-5,0,1,0
MPTP block,1.9,64*,-0.8,-0.9,1.7,-0.6
APOBEC3G inh,-6,-5,-5,-3,-13,1
hIAP activ,0.83,0.8,1.1,0.96,0.82,1.2
GRIN3A LBD mod,-2,6,-2,0,-2,0
mIAP act,1,1.2,0.95,1,1,1
APOBEC3A inh,-3,-1,-8,-1,-3,1

[43] CC(C)(C)C(=O)C1=C(O)C(=O)N(Cc2ccccc2)C1c1ccccc1F (stereo unspecified)
[44] CCc1[nH]nc2c1C1(CCN(C(=O)c3ccccc3)CC1)C(C#N)=C(N)O2
[45] CCCCn1c(=O)[nH]c(=O)c2c1nc(-c1ccccc1OC(F)F)n2C
[46] COc1cc(OC)nc(NC(=O)CS(=O)(=O)c2ccccc2)n1

Screen / compound no.,43,44,45,46
hIAP block,2,-3,14,-4
mIAP inh,3,0,6,-10
MIN6 prolif,-1,1,7,-1
MPTP block,1.6,1.0,-0.4,2.6
APOBEC3G inh,-9,-3,-10,4
hIAP activ,0.98,1,0.86,1
GRIN3A LBD mod,-4,-1,-1,1
mIAP act,0.97,1,0.94,1.1
APOBEC3A inh,-8,2,15,2
